PMI act – increases human mannose-6-phosphate isomerase activity; P34949; purified human PMI, coupled resazurin fluorescence, 20 min; hits give high values; 1 = vehicle control, 0 substrate-free wells; activation factor at 20 µM; actives 0.005% (n = 190,000); AID 1214;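 active = activation factor of 2 or more at 20 µM, relative to plate controls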
Target sequence (P34949 whole entry, looked up): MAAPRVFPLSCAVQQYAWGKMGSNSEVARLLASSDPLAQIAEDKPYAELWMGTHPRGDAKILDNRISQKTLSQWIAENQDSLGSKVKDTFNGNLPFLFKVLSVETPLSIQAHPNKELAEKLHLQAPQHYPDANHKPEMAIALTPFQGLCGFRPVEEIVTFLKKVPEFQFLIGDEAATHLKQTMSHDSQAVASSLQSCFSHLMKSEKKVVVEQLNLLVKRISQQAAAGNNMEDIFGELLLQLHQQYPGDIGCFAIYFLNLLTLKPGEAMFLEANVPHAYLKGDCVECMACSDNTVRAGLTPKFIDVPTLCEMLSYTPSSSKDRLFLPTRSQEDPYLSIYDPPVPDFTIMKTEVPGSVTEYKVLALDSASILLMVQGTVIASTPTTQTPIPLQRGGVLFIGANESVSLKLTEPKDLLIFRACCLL
SRC2 TRFRET art – flags TR-FRET format artefacts in PPARgamma SRC-2 recruitment agonist screen; AID 1049; TR-FRET ratio at 8 µM; actives 0.4% (n = 200,000); TR-FRET artefact counter-screen; hits give high values; in the data active = TR-FRET ratio above about 2000; note: inactives centre near 1500
PPARg SRC-1 ag – agonists of human PPARgamma SRC-1 coactivator recruitment. PPARgamma-SRC-1 coactivator recruitment biochemical assay. actives 0.41% (n = 200,000). activation, % at 8 µM. P37231; in the data active = activation above about 19%;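 note: 0% = DMSO and 100% = reference agonist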
ROMK mod – modulators of human ROMK potassium channel | Tet-inducible ROMK, thallium flux fluorescence; actives lie on both sides | actives 2% (n = 130,000) | AID 1918 | P48048 | B-score at 10 µM;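 active = signal ratio slope over the read window, or its plate-corrected B-score, at least 3 SD from the plate mean, either direction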;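 note: B-score of the F/F0 ratio slope over 7 to 12 s after thallium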
Diaphorase inh – counter-screen for diaphorase-based assays: diaphorase inhibitors and chemical oxidizers | inhibition, % at 20 µM | diaphorase resazurin-to-resorufin fluorescence, NADH, 16 min; bacterial (C. kluyveri) enzyme, not human | AID 1217 | actives 0.69% (n = 190,000);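 active = primary screen inhibition at 20 µM above a set limit, cut at about 50% in these data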;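 note: plate controls were DMSO with full reaction for no effect and wells lacking NADH for full effect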
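Benchmarks: positive control wells lacking NADH, neutral wells with DMSO only. System: bacterial diaphorase enzyme (C. kluyveri). Input: 0.14 U/mL diaphorase, enzyme working solution. Detection: resorufin fluorescence, excitation 544 nm, emission 590 nm. Times: 16-min room-temperature incubation before reading.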
PPARg SRC-2 ag – PPARgamma-driven SRC-2 recruitment agonism | P37231 | PPARgamma LBD-SRC-2 recruitment, biochemical | activation, % at 8 µM | actives 0.34% (n = 200,000) | AID 1032; in the data active = activation above about 22%;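 note: 0% = vehicle and 100% = reference agonist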
Diaphorase act – diaphorase activation or chemical reduction counter-screen. Diaphorase/resazurin coupled assay, resorufin fluorescence, 16 min; hits give high values; 1 = vehicle wells, 0 = NADH-free wells. activation factor at 20 µM. actives 0.005% (n = 190,000). AID 1229;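 active = diaphorase activity raised at least twofold by the compound at 20 µM; inactive = activation factor below 2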
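Test system: Clostridium kluyveri diaphorase, purified enzyme; input: enzyme 0.07 U/mL final; buffer or medium: 50 mM HEPES pH 7.4 with 4.542 mM MgCl2, 0.005% Tween 20; also added: 0.114 mM NADH and 0.1 mM resazurin, final amounts; schedule: 16 min enzyme reaction, ambient temperature; technique: fluorescence of resorufin, 544 nm excitation, 590 nm emission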
PMI act hi M6P – PMI (human) activation, high substrate | activation factor at 20 µM | coupled PMI enzyme assay, resazurin fluorescence, 20 min; hits give high values; 1 = untreated enzyme, 0 = substrate-free blank | actives 0.34% (n = 190,000);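 active = activation factor of 2 or more at 20 µM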
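test system = human PMI in coupled enzyme assay | medium = HEPES-buffered pH 7.4 with magnesium and detergent | also added = 1.0 mM mannose-6-phosphate substrate with 0.22 mM NADP+ | compound = 20 µM single dose | times = 20 min incubation at room temperature | measured by = resorufin fluorescence (Ex 544/Em 590 nm) from resazurin via diaphorase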
S1P3 antagonist – blocks the human S1P3 receptor; Q99500; CHO S1P3 NFAT-BLA reporter, FRET fluorescence, antagonist mode; actives 0.27% (n = 170,000); inhibition, % at 4.98 µM; AID 485;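 active = inhibition above the plate cutoff, the mean inhibition of test wells on that plate plus 3 SD, cut at about 28% in these data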;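 note: cells challenged with S1P at its EC80 of 0.8 µM; blue over green emission ratio from cleaved BLA substrate after 4 h stimulation; 0% = S1P-stimulated wells and 100% = unstimulated DMSO-only wells; some compounds past the cut are filed as inactive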
Target sequence (Q99500 whole entry, looked up): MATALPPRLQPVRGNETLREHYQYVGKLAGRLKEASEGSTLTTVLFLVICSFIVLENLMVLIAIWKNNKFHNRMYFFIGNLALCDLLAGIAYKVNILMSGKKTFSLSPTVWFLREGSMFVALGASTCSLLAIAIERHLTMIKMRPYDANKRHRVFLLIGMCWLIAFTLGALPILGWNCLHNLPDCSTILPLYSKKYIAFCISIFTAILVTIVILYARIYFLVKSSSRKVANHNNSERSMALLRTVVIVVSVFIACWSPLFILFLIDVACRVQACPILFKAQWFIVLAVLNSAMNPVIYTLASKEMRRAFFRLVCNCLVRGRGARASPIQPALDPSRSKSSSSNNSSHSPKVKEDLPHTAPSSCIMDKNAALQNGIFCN
PPARg SRC-3 ag – promotes SRC-3 coactivator recruitment by human PPARgamma | AID 731 | activation, % at 8 µM | actives 0.26% (n = 200,000) | biochemical PPARgamma/SRC-3 coactivator recruitment assay; in the data active = activation above about 23%;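 note: 0% = DMSO and 100% = reference agonist; some compounds past the cut are filed as inactive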
G6PDH CS – counter-screen for G6PDH assay hits: L. mesenteroides G6PDH inhibition; Purified L. mesenteroides G6PDH, diaphorase/resazurin coupled fluorescence, 45 min; actives 0.12% (n = 200,000); inhibition, % at 5 µM; in the data active = inhibition above about 50%
Active calls of the source: *; / = no result given.

SMILES	PMI act	SRC2 TRFRET art	PPARg SRC-1 ag	ROMK mod	Diaphorase inh	PPARg SRC-2 ag	Diaphorase act	PMI act hi M6P	S1P3 antagonist	PPARg SRC-3 ag	G6PDH CS
Cc1cc(Nc2ccc(C)c(Br)c2)n2nc(C)nc2n1	1.1	1617	4	/	-5	6	1	1.1	12	2	4
COc1ccc(-n2c(-c3ccccc3)nc(=S)c3c2CCCC3)cc1	1	1465	-4	-0.39	28	2	0.7	1	/	2	10
Cc1ccc(-c2nc(Nc3ccccc3)n[nH]2)cc1	0.9	1616	6	/	16	8	0.8	0.9	10	5	4
O=C(Nn1cnnc1)C(c1ccccc1)c1ccccc1	1	1484	2	0.072	-2	2	1	1	/	3	12
COc1cccc(CNCC(=O)Nc2ccc(N3CCOCC3)cc2)c1	0.9	1643	-4	0.45	9	0	0.9	0.9	11	-3	6
C=CCOc1ccc(CNc2nccs2)cc1OC	1	1561	-7	/	4	-2	1	0.9	/	12	0
CC(NC(=O)Cc1ccccc1F)c1ccc(F)cc1 (stereo not given)	1.1	1625	-3	-0.58	-6	0	1.1	1	2	-5	-3
CCCCNC(=O)CCC(=O)NNc1nc2ccccc2c2nc(C)nn12	0.9	1372	12	-0.091	-5	0	1.1	1.1	12	4	16
Cc1occc1-c1nnc(SCc2cc(=O)n3cc(Br)ccc3n2)n1C	1	1503	18	-0.43	14	1	0.9	1	-5	2	5
COc1cc(CN(C2CCCCC2C)S(=O)(=O)c2ccc(S(=O)(=O)NC3CC3)cc2)cc(OC)c1OC (stereo not given)	0.8	1573	6	0.023	20	5	0.8	0.9	7	7	-13
COc1ccc(OCCC(=O)NC2CCCCC2)cc1	1.1	1590	5	/	-10	2	1.1	1.1	-16	-2	0
CCOc1ccc(S(=O)(=O)N2CCCC2)cc1	1	1225	4	-0.027	2	-3	1	1	/	-12	0
Cc1[nH]nc(-c2ccc(O)c(C)c2O)c1-c1cnn(-c2ccccc2)c1	0.9	1494	5	/	35	6	0.7	0.8	18	1	7
Cc1ccc(C(=O)N2CC(C)SC2=Nc2cccc(S(=O)(=O)N(C)C)c2)cc1 (stereo not given)	1	1553	7	/	4	2	1	1.1	-1	-2	-7
CS(=O)(=O)Nc1ccc(C(=O)NCc2cccnc2)cc1	1	1624	-2	/	7	-5	0.9	1	-25	-5	3
Cc1ccc(S(=O)(=O)N2CCOC2CNC(=O)C(=O)NCCc2c[nH]c3ccccc23)cc1 (stereo not given)	0.8	1355	2	-2.2	23	5	0.8	0.8	-11	4	1
COc1cccc(C2/C(=C(/O)c3ccccc3)C(=O)C(=O)N2CCCC(=O)O)c1 (stereo not given)	0.9	1495	3	/	12	7	0.9	1	4	-3	6
CN(C)[C@@H]1C(=O)C(C(N)=O)=C(O)[C@@]2(O)C(=O)C3=C(O)c4c(O)ccc(Cl)c4[C@@H](O)[C@H]3C[C@@H]12	1.3	1647	11	/	23	5	0.8	1.1	-12	2	44
Cc1ccc(Nc2c(-c3ccccn3)nc3ccc(C)cn23)cc1	1	1605	12	-0.83	-2	5	1	1.1	8	8	14
CC(O)c1nc2ccccc2n1Cc1ccc([N+](=O)[O-])cc1 (stereo not given)	0.9	1657	3	-0.31	26	-3	0.7	0.9	14	2	-2
CCCOc1ccc(N2C(=O)CC(SCc3nc4ccccc4[nH]3)C2=O)cc1 (stereo not given)	0.9	1659	0	0.24	21	-1	0.8	1	9	0	8
COc1ccc2c(CC#N)c[nH]c2c1	1.1	1495	-6	0.18	1	3	1	1.2	-50	5	6
O=C(/N=C1/c2ccccc2CN1c1ccccc1)Nc1ccccc1	0.8	1501	1	/	9	2	0.9	0.9	0	-2	9
O=C(CN1CCN(c2nc(-c3ccccc3)cs2)CC1)NNC(=O)c1ccco1	1	1681	0	0.37	9	0	0.9	1	-9	0	2
O=C(NCC1CCCO1)/C(=C/c1ccccc1)NC(=O)c1ccccc1 (stereo not given)	0.9	1476	-3	0.17	1	-5	1	1	14	3	16

Following part:
SMILES	PMI act	SRC2 TRFRET art	PPARg SRC-1 ag	ROMK mod	Diaphorase inh	PPARg SRC-2 ag	Diaphorase act	PMI act hi M6P	S1P3 antagonist	PPARg SRC-3 ag	G6PDH CS
Fc1ccccc1NC(=S)N1CCC(c2ccccc2)C1 (stereo not given)	0.9	1439	5	-1.4	15	-5	0.9	1	-20	-2	8
CCCCCCCC(=O)NN1CCOCC1	1.1	1485	-7	/	6	2	0.9	1	/	-10	12
COc1ccc(C2c3cc(OC)c(OC)cc3CCN2C2CC(=O)N(c3ccccc3)C2=O)cc1OC (stereo not given)	0.8	1759	3	1.3	19	6	0.8	0.9	/	4	2
O=C(Nc1ccc(F)cc1)Nc1ccc([N+](=O)[O-])cn1	1.1	1720	12	0.02	-2	13	1	1.2	11	-1	4
C=CCn1c(C)cc(C2=NNC(=Nc3ccc(C)cc3)SC2)c1C	1.3	1693	6	0.33	1	4	1	1.2	-9	0	2
O=C(NCCCN1CCOCC1)c1cccnc1SCc1ccccc1Cl	0.9	1517	2	0.025	10	-10	0.9	1	-26	-5	4
CC(C)CCNC(=O)C1CCN(S(=O)(=O)c2ccc3c(c2)CCC(=O)N3)CC1	1	1587	10	/	-3	-7	1	1	9	3	6
CCOc1cc(S(=O)(=O)N2CCC(Cc3ccccc3)CC2)c(OCC)cc1-n1cnnn1	0.9	1623	8	-1.1	12	4	0.9	0.9	39	5	1
O=C1CN2C(=Nc3ccc(Br)cc3C2c2ccccc2)CCN1 (stereo not given)	0.9	1490	7	-0.79	12	8	0.9	1	-38	0	4
Cc1ccc(OCc2nnnn2-c2ccccc2)cc1	0.9	1319	-8	-0.58	18	-8	0.8	1	-16	-2	11
CC(C)NC(=O)Cn1c(SCC(=O)N2c3ccccc3CC2C)nc2ccccc21 (stereo not given)	1	1549	5	-1.2	11	7	0.9	1.1	-15	-1	12
COc1ccc(CN(CC(=O)NCc2ccco2)C(=O)CCC(=O)Nc2ccccn2)cc1	1.1	1641	12	-0.7	6	0	0.9	1	7	10	6
Fc1ccc(NC(=S)NCCc2ccccc2)c(F)c1F	0.9	1270	-3	-2.8	8	1	0.9	0.9	/	6	4
COc1ccc(/C=N/NC(=O)C(=O)/C=C2\NC3(CCCC3)Cc3ccccc32)cc1	0.9	1564	3	-0.052	36	1	0.6	0.9	11	4	-29
N#CCC(CNc1ncc(C(F)(F)F)cc1Cl)OC(=O)c1ccc(Cl)cc1Cl (stereo not given)	0.8	1652	1	/	19	1	0.8	0.8	/	11	-21
CCOC(=O)C1CCCN(c2oc(-c3ccc(F)cc3)nc2C#N)C1 (stereo not given)	1	1733	4	-3.8	6	-1	0.9	1	-2	10	-2
O=C(Nc1ccc2c(c1)OCCO2)c1ccccn1	1.1	1462	-1	0.016	-5	-5	1.1	1.1	-7	-4	7
CCN1C(=O)NC(c2cc(Br)ccc2OC)C(C(=O)OC)=C1C (stereo not given)	1.1	1521	1	-0.51	-1	5	1	1	-6	12	4
C#Cc1ccc(C(=O)NCc2ccc(N3CCCC3=O)cc2)cc1	1	1553	6	0.52	-6	5	1.1	1	-16	3	7
Fc1ccccc1COc1ccc(/C=N/n2cnnc2)cc1	1	1462	11	-1.1	9	5	0.9	1	31	-4	1
COC(=O)c1ccc(-n2cnc3ccccc32)nc1	0.9	1510	3	0.69	8	-9	0.9	0.8	-2	0	4
Cc1ccc(S(=O)(=O)N(C)C)cc1NC(=O)/C=C/c1cccs1	1	1645	-5	0.26	16	2	0.8	1	-7	3	1
Cc1ccc(CNC(=O)CN(Cc2ccccc2)S(C)(=O)=O)cc1	1.1	1550	1	0.78	8	8	0.9	1.2	/	9	5
CS(=O)(=O)c1ccc2nc(NC(=O)c3ccc(Cl)nc3)sc2c1	1.1	1632	11	1.5	1	7	1	1.1	-7	-2	-5
Cc1c(-n2c(=S)[nH]c3ccccc3c2=O)c(=O)n(-c2ccccc2)n1C	1	1888	1	/	10	18	0.9	1.1	/	13	-5

Laid out differently: entries from further up
Each structure is followed by: PMI act, SRC2 TRFRET art, PPARg SRC-1 ag, ROMK mod, Diaphorase inh, PPARg SRC-2 ag, Diaphorase act, PMI act hi M6P, S1P3 antagonist, PPARg SRC-3 ag, G6PDH CS
O=C(CN1CCN(c2nc(-c3ccccc3)cs2)CC1)NNC(=O)c1ccco1
    1, 1681, 0, 0.37, 9, 0, 0.9, 1, -9, 0, 2
CCOc1ccc(S(=O)(=O)N2CCCC2)cc1
    1, 1225, 4, -0.027, 2, -3, 1, 1, /, -12, 0
Cc1ccc(CNC(=O)CN(Cc2ccccc2)S(C)(=O)=O)cc1
    1.1, 1550, 1, 0.78, 8, 8, 0.9, 1.2, /, 9, 5

Back to the main list; the two compounds before the break are reprinted first.
SMILES	PMI act	SRC2 TRFRET art	PPARg SRC-1 ag	ROMK mod	Diaphorase inh	PPARg SRC-2 ag	Diaphorase act	PMI act hi M6P	S1P3 antagonist	PPARg SRC-3 ag	G6PDH CS
CS(=O)(=O)c1ccc2nc(NC(=O)c3ccc(Cl)nc3)sc2c1	1.1	1632	11	1.5	1	7	1	1.1	-7	-2	-5
Cc1c(-n2c(=S)[nH]c3ccccc3c2=O)c(=O)n(-c2ccccc2)n1C	1	1888	1	/	10	18	0.9	1.1	/	13	-5
COc1ccc(C2SCCN2S(=O)(=O)c2ccccc2)cc1 (stereo not given)	0.9	1652	7	-1.6	19	4	0.8	0.9	17	-2	16
Cc1ccc(C(c2nnnn2CS(=O)(=O)c2ccc(C)cc2)N2CCC(C(N)=O)CC2)cc1 (stereo not given)	1	1655	14	0.88	-4	-1	1	1.1	18	8	0
CN(Cc1cc2ccccc2[nH]c1=O)C(=O)C1CCCCC1	1.1	1639	1	-0.2	12	5	0.9	1	-19	8	3
CCCCCCC(=O)Oc1ccc(N2C(=O)CCC2=O)cc1	1.1	1794	9	1.9	-4	1	1	1.1	5	8	6
Cn1c(=O)c(=O)n(C)c2cc(S(=O)(=O)N3CCCCCC3)ccc21	0.9	1606	-1	/	8	2	0.9	0.9	-2	-13	4
OCCN1CCN(CC(O)COc2ccc3ccccc3c2)CC1 (stereo not given)	1	1580	5	/	2	6	1	1.1	-50	9	4
O=C(NCc1nc2ccccc2[nH]1)C1=C[C@@H](c2ccc(Br)cc2)C[C@@H](OCCCCO)O1	0.9	1660	8	/	22	3	0.8	0.9	-6	1	8
CNC(=O)Cn1c(=O)n(C)c2ccccc21	1	1549	-3	/	7	3	0.9	1	2	-5	-6
Cc1c(C)n(CC(O)CN2CCCCC2)c2ccccc12 (stereo not given)	1	1519	-5	/	-3	7	1	1.1	/	-3	8
COc1ccc(OCCOC(=O)c2cccc(-n3cnnn3)c2)cc1	0.9	1499	-14	/	7	-2	0.9	1	22	6	-21
